Screening results: PubChem, National Center for Advancing Translational Sciences (NCATS)
A549 viability = Nrf2 qHTS screen for inhibitors: counterscreen for cytotoxicity; AID 504648, 2011; A549 ARE-Fluc cells, CellTiter-Fluor viability, 18-24 h; Potency, µM (doses to about 46 µM), inactives show at the top dose activity change, negative = cytotoxicity, usual class: inhibitors; actives 0.16% (n = 390,000); also: potency is read from the fitted curve at half-maximal effect; % is scaled to controls: 0 for no effect and ±100 for the full control effect
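A549 ARE_Fluc cells in 5% FBS OPTI-MEM were exposed to compounds in concentration-response for 18-24 h at 37 deg C. Viability was read by CellTiter-Fluor fluorescence (Ex 405/Em 525) after 30 min, before the luciferase read.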
ATXN viability = Viability Counterscreen for Primary qHTS for Inhibitors of ATXN expression; S2 cells (HEK-293 line with an ATXN2-luciferase reporter) viability, CellTiter-Fluor protease fluorescence, 24 h; Potency, µM (doses to about 56.7 µM), most hits filed as cytotoxic; actives 0.49% (n = 400,000); also: potency is read from the fitted curve at half-maximal effect; nearly all actives have a fitted effect of over 40% in size
Nrf2 ARE act = qHTS of Nrf2 Activators; AREc32 ARE-luciferase reporter (MCF7-derived line), luminescence, 24 h; actives 0.31% (n = 410,000); Potency, µM (series often up to 46.1 µM), without a hit: top-dose activation, hits mostly activators; also: potency is read from the fitted curve at half-maximal effect; % of control where 0% means no effect; nearly all actives have a fitted effect of over 65% in size
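ARE activation measured as luciferase luminescence (Steady-Glo, 30 min RT) in AREc32_Fluc cells after 24 hr compound exposure at 37 deg C, 5% CO2; cells seeded overnight at 1000/well in OPTI-MEM, 5% FBS.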
Nrf2 block = Nrf2 qHTS screen for inhibitors; A549 ARE-Fluc reporter, luciferase luminescence, 18-24 h; Potency, µM (titrated, usually from 46 µM), for the others: at the highest dose activity change, negative = inhibition, actives largely listed as inhibitors; actives 2.1% (n = 360,000); also: potency is read from the fitted curve at half-maximal effect; % is scaled to controls: 0 for no effect and ±100 for the full control effect; nearly all actives have a fitted effect of over 60% in size
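Nrf2 activity is the BugLite luminescence, read 15 min after reagent at room temperature, following CellTiter-Fluor cytotoxicity readout (30 min, 37C). Compound titrations were applied for 18-24 h to 5000 A549 ARE_Fluc cells/well in 5% FBS OPTI-MEM.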
MmCpn inh = Inhibitors of TCP-1 ring complex (TRiC) of Methanococcus maripaludis (MmCpn): qHTS. AID 504842, 2011. Potency, µM (titrated, usually from 76.9 µM), without a hit: top-dose activity, negative = inhibition, hits mostly inhibitors. purified Mm-Cpn ATPase, ADP Transcreener TR-FRET. actives 0.031% (n = 330,000); also: potency is read from the fitted curve at half-maximal effect; % is scaled to controls: 0 for no effect and ±100 for the full control effect; nearly all actives have a fitted effect of over 80% in size
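Purified archaeal chaperonin (25 nM final) was preincubated with compound for 10 min at 37°C, then ATP (10 uM final) was added for 30 min at 37°C in Tris pH 7.4/KCl/MgCl2/DTT buffer. ADP was quantified by HTRF Transcreener TR-FRET.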
CCT modulator = High-Throughput Screening for Modulators of Cytosolic Chaperonin Activity; purified chaperonin ATPase assay, HTRF ADP detection, 30 min; activity change, % (concentration not given with the values), hits read low; actives 0.3% (n = 360,000); in the data active = activity change below about -30%; also: % is scaled to controls: 0 for no effect and ±100 for the full control effect
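TRiC at 40 or 20 nM final (batch-dependent) in 30 mM Tris pH 7.4, 100 mM KCl, 5 mM MgCl2, 1 mM DTT, with compound at single 76 uM and 10 uM ATP, 30 min at 37 deg C. ADP detected by HTRF Transcreener, 665/615 ratio.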
HepG2 viability = qHTS for Inhibitors of TGF-b: Cytotox Counterscreen. Potency, µM (titrated, usually from 46.1 µM), for the others: top-dose activity change, negative = cytotoxicity, usual class: cytotoxic. actives 0.76% (n = 410,000). HepG2 CAGA-GFP viability, ATP luminescence, 18 h; also: potency is read from the fitted curve at half-maximal effect; some results filed as inactive show a strong effect at the top dose
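CellTiter-Glo luminescence gave cytotoxicity after 18 hours at 37 degrees C. The cells were HepG2 CAGA-GFP in 1% FBS DMEM, stimulated with 500 pg/mL TGF-beta after compound addition. %Activity was normalised to no-cell wells (complete cell-killing) and DMSO (no toxicity), and curves were fitted and classified.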
TGFb inhibitor = qHTS for Inhibitors of TGF-b | HepG2 CAGA-GFP TGF-b/SMAD3 reporter, GFP fluorescence, 18 h; TGF-beta stimulated, 500 pg/mL final | AID 588855, 2011 | actives 1.2% (n = 410,000) | Potency, µM (top dose mostly 46.1 µM), for the others: at the highest dose activity, negative = inhibition, usual class: inhibitors; also: potency is read from the fitted curve at half-maximal effect; % is scaled to controls: 0 for no effect and ±100 for the full control effect; nearly all actives have a fitted effect of over 65% in size
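HEPG2 CAGA-GFP cells (1000/well, DMEM with 1% FBS) were pre-incubated 2 h at 37 degrees C, given compound by pin tool, then stimulated with TGF-beta at 500 pg/mL final for 18 h before per-cell GFP fluorescence imaging.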
pAkt inh = HTS Assay for Inhibitors of Akt Phophorylation: Primary Screen; Neuro2A IGF-stimulated pAkt S473 HTRF, 20 min; stronger effect = lower value; activity change, % for hits at 50 µM; actives 0.32% (n = 360,000); AID 651550, 2012; in the data active = activity change below about -80%; inconclusive = mostly about -51% to -80%; also: % is scaled to controls: 0 for no effect and ±100 for the full control effect
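Neuro2A cells (4,500/well, DMEM with 0.5% FBS) were treated with compound at a single 50 µM final concentration, stimulated with 6 nM IGF for 20 min at 37 °C, and lysed. Phospho-Akt Ser473 was read by HTRF as 665/615 ratio ×10^4.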
Active calls of the source: *; i = inactive; ? = inconclusive; / = no result given; [ ] = remark or other dose. Unless noted, calls follow the shape of the dose curve; as a rule, active = well fitted curve in the direction sought with a large enough effect; inconclusive = small, poorly fitted or top-dose-only effect, or another doubt; inactive = no such curve, though single readings can be large; an effect the other way counts as inactive or inconclusive.

SMILES | A549 viability | ATXN viability | Nrf2 ARE act | Nrf2 block | MmCpn inh | CCT modulator | HepG2 viability | TGFb inhibitor | pAkt inh
NS(=O)(=O)c1ccc(CNc2nc(-c3cccnc3)nc3ccccc23)cc1 | -7% | ? | 6.1% | -2% | 0% | 1.0 | -11% | 0% | i
CCOC(=O)c1ccc2[nH]c3c(c2c1)CCCC3 | 5% | i | 17% | ? | 1% | -7.0 | -14% | -11% | i
COc1cc(/C=N/c2oc(-c3ccccc3)cc2C#N)ccc1O | 5% | i | 3.1% | 7% | -4% | -0.5 | -20% | 0% | i
CCN(CC)c1nc(OCCNC(=O)Nc2ccccc2)nc(N(CC)CC)n1 | -14% | i | 0.3% | ? | 2% | -2.9 | -59% | ? | i
O=S1(=O)C2CC3CCC2(CN1Cc1ccccc1)O3 (stereo not drawn) | 4% | / | / | 18% | / | / | 10% | -9% | /
Cc1cccc(C)c1NC(=O)Nc1nnc([C@H]2C[C@H](O)[C@@H](CO)O2)s1 | / | ? | 0.2% | / | / | -1.8 | 0% | 8% | i
CCOC(=O)c1c(NC(=O)COC(=O)Cc2n[nH]c(=O)c3ccccc23)sc(C(=O)N(C)C)c1C | -15% | i | 0.1% | 8% | -5% | 0.4 | 4% | 21% | i
CCCCC1=CC2=CC(=O)C(C)(OC(=O)CC)C(=O)C2=CO1 (stereo not drawn) | -14% | i | 0.1% | -5% | / | -1.7 | 17% | -3% | i
CCOc1ccc(-c2nc(SCC(=O)Nc3ccc(C)c(C)c3)n3[nH]c(=O)cc3n2)cc1 | -2% | / | -1.0% | -8% | / | / | -10% | 2% | /
COc1ccc(NC(=O)NNC(=O)CCC(=O)Nc2ccccc2Cl)cc1 | 2% | i | 0.4% | 10% | -1% | -0.6 | 33% | 2% | i
C[C@]12c3[nH]c4cc(-c5ccco5)ccc4c3CCN1C(=O)[C@@H](CC(=O)NCCC1=CCCCC1)C[C@@H]2C(=O)N1CCCCC1 | ? | ? | 3.4% | ? | -3% | 0.2 | -1% | ? | i
CC(=O)Nc1ccc(-c2csc(Nc3ccc(S(N)(=O)=O)cc3)n2)cc1 | -2% | i | -0.8% | 11% | -2% | 0.7 | -16% | 6% | i
O=C(O)CCn1c(CO)nc2ccccc21 | -1% | i | -0.9%[9.22 µM] | -1% | 1% | -0.5 | 6% | 16% | i
COc1ccc(OC)c(NC(=O)c2sc3ncnc(N4CCN(c5ccccn5)CC4)c3c2C)c1 | 0% | i | 3.0% | -3% | -1% | -4.6 | 0% | -1% | i
COc1ccc(C(=O)NC(=S)N2CCN(C)CC2)cc1Br | -1% | i | -0.7% | 1% | -4% | 0.5 | 1% | -1% | i
O=C(NC(=S)Nc1ccc(S(=O)(=O)N2CCCCC2)cc1)c1ccc(Cl)cc1 | 3% | i | -0.3% | / | 2% | -4.9 | 7% | -10% | i
CCOC(=O)c1c(C)[nH]c(C)c1S(=O)(=O)NCC(=O)N1CCN(c2ccccc2F)CC1 | 4% | i | 0.7% | ? | / | / | -20% | -14% | /
O=C1C=C(CCc2ccccc2)CCC1 | / | i | 1.0% | / | / | -1.3 | -5% | 7% | i
COCC(C)n1c(C)cc(C(=O)CN2C(=O)NC(Cc3c[nH]c4ccccc34)C2=O)c1C (stereo not drawn) | -5% | i | 3.0% | -1% | 0% | -1.8 | 3% | ? | i
COc1ccc(OCCN2C(=O)c3cccc(N)c3C2=O)cc1 | 3% | i | 8.8% | ? | -1% | -3.2 | 5% | -5% | i
COc1ccc(/C=C(/NC(=O)c2ccc(C)cc2)C(=O)N2CCCC2)cc1OC | -1% | i | 0.0% | -20% | -2% | -0.1 | 6% | 15% | i
NC(=O)c1nc(C(=O)N2CCCCC2)c2ccccc2n1 | 0% | i | 0.5% | 3% | -2% | -0.2 | -33% | -9% | i
COc1cccc(/C=C2/Oc3ccccc3N(CC(=O)NCC3CCCO3)C2=O)c1 (stereo not drawn) | -11% | i | -0.6% | -7% | -1% | 9.6 | -3% | -6% | i
CC(C)c1ccc(NC(=O)CCCC(=O)NCCc2ccccc2)cc1 | 15% | i | 0.0% | 6% | 0% | 1.0 | -19% | -4% | i

As a working copy, 9 of the compounds above.
SMILES | A549 viability | ATXN viability | Nrf2 ARE act | Nrf2 block | MmCpn inh | CCT modulator | HepG2 viability | TGFb inhibitor | pAkt inh
O=C(NC(=S)Nc1ccc(S(=O)(=O)N2CCCCC2)cc1)c1ccc(Cl)cc1 | 3% | i | -0.3% | / | 2% | -4.9 | 7% | -10% | i
CCOC(=O)c1c(C)[nH]c(C)c1S(=O)(=O)NCC(=O)N1CCN(c2ccccc2F)CC1 | 4% | i | 0.7% | ? | / | / | -20% | -14% | /
O=C1C=C(CCc2ccccc2)CCC1 | / | i | 1.0% | / | / | -1.3 | -5% | 7% | i
COCC(C)n1c(C)cc(C(=O)CN2C(=O)NC(Cc3c[nH]c4ccccc34)C2=O)c1C (stereo not drawn) | -5% | i | 3.0% | -1% | 0% | -1.8 | 3% | ? | i
COc1ccc(OCCN2C(=O)c3cccc(N)c3C2=O)cc1 | 3% | i | 8.8% | ? | -1% | -3.2 | 5% | -5% | i
COc1ccc(/C=C(/NC(=O)c2ccc(C)cc2)C(=O)N2CCCC2)cc1OC | -1% | i | 0.0% | -20% | -2% | -0.1 | 6% | 15% | i
NC(=O)c1nc(C(=O)N2CCCCC2)c2ccccc2n1 | 0% | i | 0.5% | 3% | -2% | -0.2 | -33% | -9% | i
COc1cccc(/C=C2/Oc3ccccc3N(CC(=O)NCC3CCCO3)C2=O)c1 (stereo not drawn) | -11% | i | -0.6% | -7% | -1% | 9.6 | -3% | -6% | i
CC(C)c1ccc(NC(=O)CCCC(=O)NCCc2ccccc2)cc1 | 15% | i | 0.0% | 6% | 0% | 1.0 | -19% | -4% | i

Further compounds follow:
SMILES | A549 viability | ATXN viability | Nrf2 ARE act | Nrf2 block | MmCpn inh | CCT modulator | HepG2 viability | TGFb inhibitor | pAkt inh
CC(C)(C)NC(=O)c1ccc2nccnc2c1 | -7% | i | -0.6% | -7% | 0% | -1.2 | 6% | -9% | i
O=C(c1cccc(Oc2c(Cl)cccc2[N+](=O)[O-])c1)N1CCCCC1 | 2% | i | 3.3% | -9% | 2% | 1.1 | 1% | 0% | i
OC[C@@H]1CN(C2CCCC2)C[C@H](n2cnc3c(NC4CC4)ncnc32)O1 | / | i | 0.7% | / | / | -2.4 | -1% | 18% | i
Cc1ccc(C)c(NC(=O)COC(=O)CCCN=C2NS(=O)(=O)c3ccccc32)c1 | 1% | i | -0.5% | 1% | 2% | 1.1 | 4% | 9% | i
CCN(CC)CCCn1c2c(c(SCC(=O)Nc3cccc4ccccc34)nc1=O)CCC2 | 0% | i | 3.0% | 11% | -2% | 0.1 | -4% | -30% | i
Cc1onc(-c2ccccc2)c1-c1ccc(S(N)(=O)=O)cc1 | 0% | i | 3.8% | -16% | 1% | -2.9 | -9% | -4% | i
O=S(=O)(Cc1nnnn1-c1ccccc1)c1ccccc1 | -7% | i | -0.4% | 4% | 1% | 0.5 | 0% | 5% | i
CN(Cc1ccccc1)C(=O)c1ccc(NC(=O)Cc2cccc(NC(=O)C3CCCN(C(=O)C4CCCC4)C3)c2)cc1 (stereo not drawn) | 1% | i | 4.1% | ? | 0% | -1.7 | -24% | -15% | i
COc1ccccc1-c1noc(-c2cccs2)n1 | 6% | i | 20% | / | -1% | -0.9 | -15% | -12% | i
CN(Cc1cn(C)nc1-c1cccc(Cl)c1)Cc1nccn1C | 2% | i | -1.0% | 2% | -3% | 0.4 | 35% | 12% | i
Cc1cccc(C2c3[nH]c4ccccc4c3CCN2C(=O)c2nn(C)c(=O)c3ccccc23)n1 (stereo not drawn) | ? | i | 16% | ? | 0% | 0.2 | -30% | -2% | i
NC(=S)N/N=C\c1ccc(-c2cccc(Cl)c2Cl)o1 | ? | i | 22% | / | 0% | 3.0 | -10% | ? | -122%*
Cn1c(=O)c2cc(NC(=O)Cc3ccccc3F)ccc2n1-c1ccc(C(C)(C)C)cc1 | / | ? | -0.8% | / | / | 0.6 | -19% | ? | i
COc1ccc(CC(=O)OCC(=O)c2ccc(OC)cc2)cc1 | -1% | i | 0.0% | 2% | -1% | 0.5 | 22% | -28% | i
COc1ccc(NC(=O)N(C)C[C@H]2Oc3ccc(NC(=O)Cn4cnnn4)cc3C(=O)N([C@H](C)CO)C[C@@H]2C)cc1 | -2% | i | -0.1% | -12% | 1% | -0.2 | 5% | ? | i
CCOc1ccc(NC(=O)[C@@H]2CCCN2C(=O)c2cccs2)cc1S(=O)(=O)N1CCCCC1 | 10% | i | -0.4% | 6% | -5% | -4.2 | 3% | -1% | i
O=C(OCC(=O)N1CCN(C(=O)c2ccco2)CC1)c1cc(-c2ccco2)nc2ccccc12 | -2% | i | 9.0% | -20% | 1% | 2.3 | -17% | ? | i
Cc1ccc2c(nc3s/c(=C\c4ccc(-c5ccccc5C(=O)O)o4)c(=O)n32)c1C | -2% | i | 0.3% | 10% | -2% | -2.0 | 3% | 0% | i
